# SENP6 inh – SENP6 protease inhibitors, primary screen, biochemical, luminescence, uHTS | Sentrin-specific protease 6 (Homo sapiens), Q9GZR1 | Recombinant SENP6 catalytic domain, aminoluciferin luminescence | inhibition, % at 10 µM | 330,000 compounds, 1.8% hits | AID 2599, 2010;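 active = inhibition above about 50% at the single tested dose, limit read from the data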;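 also: plate controls were DMSO wells with enzyme for no effect and DMSO wells lacking enzyme for full effect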
# Target sequence (Q9GZR1 628-1112 limits assumed): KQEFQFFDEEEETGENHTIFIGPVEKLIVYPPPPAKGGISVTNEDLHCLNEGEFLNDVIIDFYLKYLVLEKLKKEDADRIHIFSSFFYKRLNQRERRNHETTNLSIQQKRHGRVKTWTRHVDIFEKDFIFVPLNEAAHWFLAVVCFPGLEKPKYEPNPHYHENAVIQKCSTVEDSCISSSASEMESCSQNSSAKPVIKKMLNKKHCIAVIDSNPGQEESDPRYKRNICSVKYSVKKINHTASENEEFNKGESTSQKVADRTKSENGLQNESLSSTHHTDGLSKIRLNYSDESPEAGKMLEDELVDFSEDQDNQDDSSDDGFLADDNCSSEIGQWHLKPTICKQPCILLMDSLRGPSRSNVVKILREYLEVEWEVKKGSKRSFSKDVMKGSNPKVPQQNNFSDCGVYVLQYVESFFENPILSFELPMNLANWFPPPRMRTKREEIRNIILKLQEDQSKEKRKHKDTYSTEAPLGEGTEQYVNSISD
# hIAP act – human IAP activators, primary screen, biochemical, luminescence, uHTS. activation factor at 10 µM. Intestinal-type alkaline phosphatase (Homo sapiens), P09923. 330,000 compounds, 0.16% hits. purified human IAP, CDP-Star luminescence, 30 min; hits give high values; 1 = vehicle-only enzyme, 0 = enzyme-free background;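 active = activation factor of the enzyme at least 2-fold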; also: the source names both 10 and 20 µM as test concentration; values of inactives mirror those of a sister screen read the other way
# NR3A LBD binder – binders of NR3A ligand-binding domain, primary screen, biophysical, differential scanning fluorimetry, uHTS; Glutamate receptor ionotropic, NMDA 3A (GRIN3A) ligand-binding domain; NR3A LBD differential scanning fluorimetry, Tm shift; 0% = protein alone, 100% = glycine-bound protein; Tm shift relative to glycine control, % at 25 µM; 340,000 compounds, 2.5% hits;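 active = melting temperature shift of at least 10% of the positive control shift, at one fixed dose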
# SENP1 FRET inh – human SENP1 catalytic domain inhibitors, primary screen, biochemical, FRET, uHTS; 360,000 compounds, 0.21% hits; Sentrin-specific protease 1 (Homo sapiens), Q9P0U3; AID 624204, 2012; inhibition, % at 10 µM; recombinant SENP1 catalytic domain, CyPet-SUMO1-YPet FRET cleavage;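 active = inhibition at least 30% at 10 µM, raw YFP signal under a set limit, fluorescence ratio 0.5 to 1.5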;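 also: 0% = enzyme with DMSO and 100% = no enzyme wells; some results filed as inactive read as strong as hits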
# Target sequence (Q9P0U3 419-644 limits assumed): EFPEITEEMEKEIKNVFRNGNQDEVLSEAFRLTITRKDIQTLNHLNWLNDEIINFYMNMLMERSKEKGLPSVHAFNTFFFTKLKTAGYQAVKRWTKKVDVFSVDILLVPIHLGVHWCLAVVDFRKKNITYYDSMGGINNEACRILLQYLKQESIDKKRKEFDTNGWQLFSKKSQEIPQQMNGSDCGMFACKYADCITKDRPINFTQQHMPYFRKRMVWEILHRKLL
#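 Material – human SENP1 catalytic domain · Input – SENP1 enzyme, 20 pM final · Compound dosing – single concentration of 10 µM compound, 0.5% DMSO final · Timing – enzyme reaction for 50 min at room temperature, dark · Measured by – FRET fluorescence in CFP and YFP emission channels · Control set – no-enzyme wells low, DMSO-plus-enzyme wells high control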
# MPTP block – mitochondrial permeability transition pore inhibitors, primary screen, biochemical, isolated mouse mitochondria, absorbance; Ca2+ swelling absorbance, 30 min; inhibition, % at 10 µM; 360,000 compounds, 1.4% hits; AID 602449, 2012;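 active = inhibition of 50% or more, scaled per plate between neutral and stimulator controls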;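 also: 0% = DMSO wells given calcium and 100% = 1 mM EGTA wells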
# ATG4B inhibitor – ATG4B protease inhibitors, primary screen, biochemical, fluorescence, uHTS | 340,000 compounds, 0.51% hits | ATG4B cleavage of LC3-PLA2, NBD-HPC fluorescence, 1 h | Cysteine protease ATG4B (Homo sapiens), Q9Y4P1 | AID 504462, 2011 | inhibition, % at 8.33 µM; in the data active = inhibition above about 40%
# Target sequence (Q9Y4P1 whole entry, looked up): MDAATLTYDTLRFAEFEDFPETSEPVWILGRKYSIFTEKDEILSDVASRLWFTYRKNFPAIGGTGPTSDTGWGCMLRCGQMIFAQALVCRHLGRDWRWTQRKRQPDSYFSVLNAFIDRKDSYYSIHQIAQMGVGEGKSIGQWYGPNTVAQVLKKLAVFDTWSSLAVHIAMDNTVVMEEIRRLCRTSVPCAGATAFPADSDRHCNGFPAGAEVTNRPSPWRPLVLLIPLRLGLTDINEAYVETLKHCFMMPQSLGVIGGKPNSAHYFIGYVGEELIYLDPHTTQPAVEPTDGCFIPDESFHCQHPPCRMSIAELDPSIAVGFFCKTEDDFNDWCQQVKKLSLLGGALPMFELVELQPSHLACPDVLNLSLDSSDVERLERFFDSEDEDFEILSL
# PfG6PD inh – PfG6PD enzyme inhibitors, primary screen, biochemical, fluorescence intensity, uHTS; 350,000 compounds, 0.78% hits; inhibition, % at 20 µM; PfGluPho enzyme, NADPH resazurin-diaphorase fluorescence; glucose-6-phosphate dehydrogenase-6-phosphogluconolactonase (Plasmodium falciparum 3D7);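 active = inhibition reaching at least a set limit at 20 µM in the primary screen, cut at about 59% in these data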;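 also: 0% = DMSO wells with substrate and 100% = DMSO wells lacking glucose-6-phosphate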
# SENP8 inh – human SENP8 protease inhibitors, primary screen, biochemical, fluorescence, Nedd8 protein substrate, uHTS; recombinant SENP8; Sentrin-specific protease 8 (Homo sapiens), Q96LD8; AID 602440, 2012; 360,000 compounds, 0.64% hits; inhibition, % at 20 µM; in the data active = inhibition mostly above about 40%, no sharp cut-off; inactive = mostly below about 27%
# Numbers without * were called inactive; i = inactive; nt = not tested or not shown.
# Codes – A = SENP6 inh; B = hIAP act; C = NR3A LBD binder; D = SENP1 FRET inh; E = MPTP block; F = ATG4B inhibitor; G = PfG6PD inh; H = SENP8 inh
COc1ccc(CNC(=O)CCCn2nc(C)c3c(C)n(-c4ccccc4)nc3c2=O)cc1
  A: -7	B: 1.3	C: 1	D: 0	E: -1.5	F: 3	G: 3	H: 17
CC1(C(=O)NC2CCCC2)CCC(=O)N1Cc1ccc2c(c1)OCO2 (stereo not given)
  A: -17	B: 0.73	C: 2	D: -1	E: -2.1	F: -1	G: -1	H: 9
O=C(NCc1ccccc1)c1cnc(-c2ccccn2)nc1C(F)(F)F
  A: -22	B: 1.1	C: 0	D: 0	E: 6.7	F: 7	G: -7	H: 16
COc1ccc(N(CC(=O)NCCSCc2ccc(C)cc2)S(=O)(=O)c2ccccc2)cc1
  A: 0	B: 1.1	C: -3	D: 1	E: -0.3	F: -8	G: 2	H: 12
Cc1ccc(S(=O)(=O)N(C)C)cc1NC(=O)COC(=O)CC1CCCC1
  A: 1	B: 1.1	C: 3	D: -2	E: -0.6	F: -13	G: -1	H: -11
CCCCOc1ccc(C(=O)N2CCN(c3ccc(N4CCOCC4)nn3)CC2)cc1
  A: 0	B: 1.1	C: 1	D: -19	E: -1.5	F: -3	G: -1	H: i
CC(=O)c1c(C)[nH]c(=S)c(C#N)c1-c1ccc(F)cc1
  A: -4	B: 0.91	C: 2	D: 1	E: 1.4	F: -4	G: 36	H: -8
CC(=O)Nc1ccc(NC(=O)C(NS(=O)(=O)c2ccc3c(c2)OCCO3)C(C)C)cc1 (stereo not given)
  A: 17	B: 1.1	C: -1	D: 1	E: -1.5	F: -7	G: 1	H: 0
FC(F)(F)c1ccc(C2NCCc3sccc32)cc1 (stereo not given)
  A: -3	B: 1.1	C: -5	D: -3	E: -1.3	F: 8	G: 0	H: 22
CCNC(=S)NNC(=S)NCc1ccccc1
  A: -7	B: 1.6	C: -2	D: 2	E: 0.3	F: -4	G: 4	H: 5

# Molecules shown so far with nitrogen in an aromatic ring:
# Codes – A = SENP6 inh; B = hIAP act; C = NR3A LBD binder; D = SENP1 FRET inh; E = MPTP block; F = ATG4B inhibitor; G = PfG6PD inh; H = SENP8 inh
COc1ccc(CNC(=O)CCCn2nc(C)c3c(C)n(-c4ccccc4)nc3c2=O)cc1
  A: -7	B: 1.3	C: 1	D: 0	E: -1.5	F: 3	G: 3	H: 17
O=C(NCc1ccccc1)c1cnc(-c2ccccn2)nc1C(F)(F)F
  A: -22	B: 1.1	C: 0	D: 0	E: 6.7	F: 7	G: -7	H: 16
CCCCOc1ccc(C(=O)N2CCN(c3ccc(N4CCOCC4)nn3)CC2)cc1
  A: 0	B: 1.1	C: 1	D: -19	E: -1.5	F: -3	G: -1	H: i
CC(=O)c1c(C)[nH]c(=S)c(C#N)c1-c1ccc(F)cc1
  A: -4	B: 0.91	C: 2	D: 1	E: 1.4	F: -4	G: 36	H: -8

# Continuation:
# Codes – A = SENP6 inh; B = hIAP act; C = NR3A LBD binder; D = SENP1 FRET inh; E = MPTP block; F = ATG4B inhibitor; G = PfG6PD inh; H = SENP8 inh
CC1N(O)C(c2ccc(Cl)cc2Cl)N(O)C1(C)C (stereo not given)
  A: -10	B: 0.96	C: 0	D: 1	E: -2.4	F: 2	G: -4	H: 17
O=C(Cn1c(NCCCO)nc2ccccc21)c1cccs1
  A: -18	B: 0.98	C: -1	D: 0	E: -1.4	F: 1	G: -2	H: 8
Cn1nc(N)c2ncc(-c3ccc(Cl)cc3)nc21
  A: nt	B: nt	C: nt	D: -5	E: -0.2	F: nt	G: -6	H: 14
Cc1ccc2c(c1)N(CC(=O)N1CCCCC1)C(=O)CO2
  A: -12	B: 1.1	C: 2	D: 1	E: 1.3	F: -12	G: -1	H: 6
Cn1nc(-c2ccc(Cl)cc2)c2cc(C(=O)N3CCOCC3)sc21
  A: -3	B: 0.96	C: 0	D: 1	E: -0.3	F: -18	G: 12	H: -10
Cc1ccc(CN2CCC(c3cc(-c4cccs4)n[nH]3)CC2)cc1
  A: -3	B: 1.1	C: -1	D: 2	E: 2.7	F: -8	G: 19	H: 22
COc1cc2[nH]c(=O)n(CCC(=O)N3CCC(N4CCCCC4)CC3)c(=O)c2cc1OC
  A: -44	B: 0.91	C: -1	D: 5	E: -0.3	F: -13	G: 6	H: -97
C[C@H](CO)N1C[C@H](C)[C@@H](CN(C)C(=O)Nc2ccccc2)Oc2ccc(NC(=O)CCN3CCOCC3)cc2C1=O
  A: 15	B: 1	C: 2	D: 0	E: -1.3	F: -10	G: -9	H: -14
CCCNc1sc(S(=O)(=O)CCC)nc1S(=O)(=O)c1ccc(C)cc1
  A: -23	B: 1	C: -1	D: 3	E: 1.9	F: -9	G: -6	H: 16
Nc1ccc(Sc2cnn(-c3ccccc3)c(=O)c2Cl)cc1
  A: 0	B: 0.88	C: -3	D: 0	E: 7.6	F: 2	G: -30	H: 23
Cc1ccc(Nc2nc(N/N=C\c3ccc4c(c3)OCO4)nc(N3CCOCC3)n2)cc1
  A: -11	B: 1	C: -2	D: 2	E: -0.7	F: -11	G: -10	H: -4
CN1OC[C@@H]2CN(S(=O)(=O)c3ccccc3)[C@H](c3cccc(Br)c3)C[C@@H]21
  A: nt	B: nt	C: -1	D: -1	E: 0.7	F: -6	G: 6	H: -1
Cc1ccccc1OCC(=O)NCCCNC(=O)c1ccncc1
  A: -20	B: 1	C: 0	D: -2	E: -1.3	F: -4	G: -20	H: 12
Oc1c(C=Nc2cccc3nsnc23)ccc2ccccc12
  A: 95*	B: 1	C: -1	D: nt	E: nt	F: -11	G: 65*	H: nt
COc1ccc(C2N(c3cc(C)on3)C(=O)C3CCCN32)cc1OC (stereo not given)
  A: -5	B: 1.1	C: -2	D: 2	E: -2.4	F: -18	G: -1	H: 12
CCCCC(=O)NS(=O)(=O)c1ccc(N=NN2CCOCC2)cc1
  A: -6	B: 0.83	C: -1	D: 3	E: -0.2	F: 2	G: -9	H: 8
CCCCCC1C(=O)N2C=C(c3ccccc3)c3ccccc3N2C1=O (stereo not given)
  A: nt	B: nt	C: -2	D: 10	E: 8.1	F: 9	G: -9	H: -25
CCc1ccc(NC(=O)C(C)OC(=O)Cn2[nH]c(=O)c3ccccc3c2=O)cc1 (stereo not given)
  A: nt	B: nt	C: nt	D: 1	E: 0.8	F: nt	G: 11	H: 4
Cc1ccc(NS(=O)(=O)c2cccc(C(=O)N3CCCCCC3)c2)cc1
  A: 1	B: 0.92	C: -2	D: 2	E: 2.0	F: -10	G: -4	H: 5
COc1ccc(CN=C2NC(=O)CC(C(=O)Nc3ccc(F)cc3)S2)cc1 (stereo not given)
  A: nt	B: nt	C: -4	D: 0	E: -0.4	F: 1	G: 8	H: 10
O=C(Nc1ccc(N2CCOCC2)c([N+](=O)[O-])c1)c1ccco1
  A: 6	B: 1	C: 1	D: 2	E: -2.5	F: 1	G: 11	H: 10
CCSc1cc(N2CCOCC2)nc(-c2ccccc2)n1
  A: 19	B: 1.1	C: -4	D: 1	E: 6.5	F: -2	G: 9	H: 11
CNC(=O)c1csc(Cc2c(Cl)sc3ccc(Cl)cc23)n1
  A: -18	B: 1	C: -4	D: 1	E: 30	F: -5	G: -18	H: 10
COc1cc(Cl)c(CNC[C@H]2O[C@@H](n3cnc(C(N)=O)n3)[C@H](O)[C@@H]2O)c(Cl)c1O
  A: nt	B: nt	C: 0	D: 0	E: 1.8	F: -3	G: 15	H: 8
Cc1ccnc(NC(=O)C2CCCN(c3ncnc4c3nc3n4CCCCC3)C2)c1 (stereo not given)
  A: -22	B: 1.1	C: -2	D: 1	E: -0.9	F: 4	G: 25	H: 6
COc1cc2cc(C(=O)N3CCC(Cc4ccccc4)CC3)[nH]c2cc1OC
  A: -13	B: 1.2	C: 1	D: -3	E: -0.2	F: 0	G: -20	H: -104
CCc1nnc(NC(=O)c2ccc(S(=O)(=O)N3CCCc4ccccc43)cc2)o1
  A: -7	B: 0.99	C: -5	D: 1	E: -15	F: -14	G: -21	H: 7
CCc1cccc(CC)c1NC(=O)COC(=O)C1(C)CC1(Cl)Cl (stereo not given)
  A: -16	B: 1.1	C: 0	D: 0	E: 3.9	F: 3	G: -15	H: -2
O=C(NN1C(=O)c2ccc(-c3ccc4c(c3)C(=O)N(NC(=O)c3cccnc3)C4=O)cc2C1=O)c1cccnc1
  A: -5	B: 0.96	C: -2	D: 3	E: 1.4	F: 11	G: -30	H: 17
CC(C)(C)OC(=O)[C@H](Cc1ccccc1)NC(=O)c1[nH]cnc1C(=O)Nc1cccc(Cl)c1
  A: 13	B: 1.2	C: -15	D: -1	E: 1.4	F: -9	G: 28	H: 25
CC(C)(C)C(=O)N1CCN(C(c2ccccc2)c2ccccc2)CC1
  A: 17	B: 0.95	C: -1	D: 2	E: -0.5	F: -1	G: 4	H: 11
CN(Cc1c(F)cccc1Cl)C(=O)c1cc2ccccc2o1
  A: -12	B: 1	C: 1	D: 2	E: -1.1	F: 5	G: -8	H: -4
COCCCNC(=O)/C=C/c1ccc(Cl)cc1Cl
  A: -25	B: 0.98	C: 6	D: 1	E: -1.2	F: -9	G: 6	H: 22
CCN(CC(=O)Nc1ccc(NC(C)=O)cc1)C(=O)CSC(=S)N1CCCC1
  A: 4	B: 0.83	C: 0	D: 2	E: -2.4	F: -10	G: -3	H: 14
COc1ccc(-c2nc(N)nc(N)n2)c(O)c1
  A: -8	B: 0.91	C: 5	D: 2	E: 0.6	F: 1	G: -11	H: -334
Cc1ccc(S(=O)(=O)NCC(c2ccccc2)N2CCN(CCC#N)CC2)cc1 (stereo not given)
  A: -16	B: 0.91	C: -1	D: 2	E: -1.6	F: 5	G: -1	H: 22
COc1ccc(/C(C)=N/Nc2ccc(C(=O)O)cc2)cc1OC
  A: 5	B: 2.1*	C: 0	D: 1	E: -0.5	F: -7	G: 12	H: -8
Cc1ccc2sc(NNC(=O)c3cc(=O)c4ccccc4o3)nc2c1C
  A: 96*	B: 1.8	C: -1	D: 26	E: 5.0	F: 14	G: 4	H: 66*
Cc1cc(C)cc(Oc2ccccc2C=O)c1
  A: 8	B: 0.91	C: 1	D: 3	E: -0.5	F: 3	G: 0	H: 22
CCOC(=O)CCCNC(=O)COC(=O)/C=C/c1ccc2c(c1)OCO2
  A: -50	B: 0.93	C: 0	D: 1	E: 1.4	F: -4	G: 9	H: -198
O=C(Nc1nnc(-c2cccnc2)o1)c1cccc(Cl)c1
  A: -8	B: 0.98	C: -3	D: 1	E: -3.3	F: -9	G: -26	H: 3
O=C(CCCNC(=O)c1ccc(Cl)cc1)NCc1ccccc1Cl
  A: -17	B: 1.1	C: 1	D: 1	E: 1.1	F: 5	G: -1	H: 15
CCOC(=O)C1=C(COC(=O)CCOc2ccccc2C)NC(=O)NC1C (stereo not given)
  A: -14	B: 0.94	C: 0	D: 1	E: -0.9	F: 0	G: 6	H: 5
CCOc1ccc(N(CC(=O)NCc2ccc(OC)cc2)S(=O)(=O)c2c(C)noc2C)cc1
  A: 9	B: 1.1	C: 3	D: 2	E: 2.5	F: 3	G: -10	H: 22
CC(=O)OCC(=O)C1(O)CCC2C3CC(C)C4=CC(=O)C=CC4(C)C3(F)C(O)CC21C (stereo not given)
  A: nt	B: nt	C: -3	D: 2	E: -0.1	F: -2	G: 6	H: -6

# This is a random part of the collection. Share with any hit: about 6.7%.
